ARFGAP1 inhibitor: inhibitors of rat ARFGAP1; Q62848; Arfgap1-stimulated ARF1 GTP hydrolysis, GDP FP detection; inhibition, % at 16.5 µM; 0.26% of 360,000 active; AID 651572;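 active means inhibition above a per-plate limit, mean inhibition of low control wells plus 3 SD, cut at about 25% in these data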;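 further: 0% = DMSO wells with enzyme and 100% = wells lacking Arfgap1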
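Material: rat Arfgap1 GAP domain (His6, aa 1-136), purified enzyme. Also added: human ARF1(Δ1-17)-GTP substrate. Compound dosing: 16.5 µM single point, 1.26% DMSO. Timing: enzyme reaction 120 min at 25 °C after 20 min preincubation. Signal: GDP detection by fluorescence polarization. Read-out basis: percent inhibition of GAP-stimulated GDP formation, scaled between DMSO and no-Arfgap1 medians.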
proKLK7 act: activates the human kallikrein-7 zymogen; purified proKLK7, EDANS-DABCYL substrate fluorescence; 100% is mature enzyme control, 0% vehicle; activation, % at 7 µM; 0.9% of 370,000 active; AID 652039;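 active means activation above the mean of all tested compounds plus 3 SD, computed per campaign excluding outliers beyond control limits, cut at about 13% in these data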
ASAP1 GAP inh: inhibitors of human ASAP1 ArfGAP activity; inhibition, % at 16.5 µM; AID 624377; ASAP1-stimulated ARF1 GTP hydrolysis, GDP FP detection; Q9ULH1; 0.19% of 360,000 active; in the data active means inhibition above about 25%;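 further: 0% = vehicle with enzyme and substrate and 100% = no enzyme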
ADAM10 inh: inhibitors of human ADAM10. recombinant ADAM10, EDANS/DABCYL FRET peptide cleavage, 3 h. inhibition, % at 7 µM. O14672. 0.62% of 370,000 active;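 active means inhibition above a per-campaign cutoff equal to the mean of compounds falling between control-based bounds plus 3 SD, cut at about 20% in these data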;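 further: 0% = DMSO wells while the 100% control is not disclosed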
LEDGF integ inh: blocks HIV-1 LEDGF/p75-dependent DNA integration; TR-FRET IN-LEDGF/p75 DNA integration, Eu/Cy5; inhibition, % at 3.7 µM; 0.64% of 370,000 active; AID 743269;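 active means inhibition above the screen-wide mean plus 3 SD, cut at about 13% in these data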;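 further: signal is the Cy5 over europium emission ratio at 671 and 618 nm; 0% = plate median of compound wells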
DDE Tn6 FP inh: disrupts Tn6 cyclic peptide binding to fibrin D-Dimer-E complex; P02675; Fibrin DD(E) TRITC-Tn6 fluorescence polarization displacement; inhibition, % at 8.3 µM; 0.21% of 370,000 active; AID 720509;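 active means inhibition above a per-campaign cutoff: mean of compounds within control limits plus 3 SD, cut at about 15% in these data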;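 further: 0% = median of all compound wells on the plate and 100% = blocking peptide control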
ADAM17 inh: inhibits human ADAM17; P78536; 0.83% of 370,000 active; recombinant ADAM17, EDANS/DABCYL FRET peptide cleavage; inhibition, % at 6.95 µM;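 active means inhibition above the mean of compounds lying between control limits plus 3 SD, set per campaign, cut at about 8.5% in these data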;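 further: 0% = DMSO-only wells as the low control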
Target sequence (P78536 215-824 limits assumed): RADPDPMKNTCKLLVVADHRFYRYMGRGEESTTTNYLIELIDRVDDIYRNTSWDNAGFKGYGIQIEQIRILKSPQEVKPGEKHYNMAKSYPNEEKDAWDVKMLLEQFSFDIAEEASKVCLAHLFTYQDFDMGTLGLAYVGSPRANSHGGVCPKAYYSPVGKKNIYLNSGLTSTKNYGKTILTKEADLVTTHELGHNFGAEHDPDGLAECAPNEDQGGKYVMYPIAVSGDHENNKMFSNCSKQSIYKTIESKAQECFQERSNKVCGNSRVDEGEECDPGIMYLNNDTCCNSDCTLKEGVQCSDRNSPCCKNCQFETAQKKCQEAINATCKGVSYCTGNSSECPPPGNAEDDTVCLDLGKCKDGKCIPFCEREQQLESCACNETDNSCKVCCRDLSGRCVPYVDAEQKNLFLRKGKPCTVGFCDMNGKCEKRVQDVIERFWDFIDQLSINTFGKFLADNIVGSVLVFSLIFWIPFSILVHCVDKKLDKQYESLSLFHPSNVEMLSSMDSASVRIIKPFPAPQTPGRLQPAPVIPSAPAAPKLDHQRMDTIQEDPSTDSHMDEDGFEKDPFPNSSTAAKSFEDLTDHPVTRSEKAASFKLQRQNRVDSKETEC
TDP2 absorb: blocks human TDP2 phosphodiesterase activity; recombinant TDP2, T5PNP hydrolysis, p-nitrophenol absorbance 415 nm; 0.34% of 370,000 active; inhibition, % at 12.8 µM; O95551; AID 720702;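 active means inhibition above the mean of all tested compounds plus 3 SD, set per campaign, cut at about 25% in these data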;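 further: 0% = DMSO with enzyme and 100% = buffer with substrate but no TDP2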
Target sequence (O95551 whole entry, looked up): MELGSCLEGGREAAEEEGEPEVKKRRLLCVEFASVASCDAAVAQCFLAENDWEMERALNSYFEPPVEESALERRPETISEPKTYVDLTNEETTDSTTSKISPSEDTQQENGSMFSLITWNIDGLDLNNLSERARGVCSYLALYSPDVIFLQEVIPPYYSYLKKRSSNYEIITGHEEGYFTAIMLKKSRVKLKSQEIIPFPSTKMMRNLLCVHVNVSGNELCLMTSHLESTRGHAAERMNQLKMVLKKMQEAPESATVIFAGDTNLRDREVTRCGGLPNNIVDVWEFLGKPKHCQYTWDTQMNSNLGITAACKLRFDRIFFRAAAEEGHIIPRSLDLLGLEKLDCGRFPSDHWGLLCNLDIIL
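Test system: Human TDP2 enzyme | Reagent: 5 mM T5PNP | Compound dosing: 12.8 µM single point, 1% DMSO | Incubation: Enzyme reaction with compound for 2 h at 37 °C | Technique: p-Nitrophenol epi absorbance | Read-out: % inhibition relative to enzyme-containing and enzyme-free wells | Benchmarks: High control without enzyme, low control DMSO plus TDP2 | Replicates: Singlicate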
Tn7 DDE FP: DD(E)-Tn7 binding inhibition, primary FP screen | P02675 | FP displacement of FITC-Tn7 peptide from fibrin DD(E); 0% = median of compound wells per plate | inhibition, % at 8.3 µM | 0.13% of 370,000 active;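 active means inhibition above the mean of compounds falling within the control limits plus 3 SD of them, cut at about 14% in these data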;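 further: 0% = plate median of compound wells and 100% = 10 µM Aha-Tn7 peptide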
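system = human fibrin DD(E) protein | quantity = DD(E) 2 µM final | medium = Tris/NaCl/CaCl2 buffer, pH 7.8 | also added = labelled Tn7 tracer, 0.1 µM | compound dosing = single point at 8.3 µM | timing = compound with protein 10 min, then 3 h after probe, room temperature | signal = FP measurement | benchmarks = Aha-Tn7 high control | repeats = one replicate per compound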
PLC-gamma1 inh: blocks human PLC-gamma1 enzyme activity; P19174; AID 720700; purified PLC-gamma1, fluorogenic substrate, fluorescence; 0.84% of 370,000 active; inhibition, % at 12.2 µM; in the data active means inhibition above about 9.5%
Starred values were filed as active, the others as inactive; i = inactive. Not a hit list; about 4.2% have a hit in one of these screens.

SMILES	ARFGAP1 inhibitor	proKLK7 act	ASAP1 GAP inh	ADAM10 inh	LEDGF integ inh	DDE Tn6 FP inh	ADAM17 inh	TDP2 absorb	Tn7 DDE FP	PLC-gamma1 inh
O=C(CN1C(=O)NC2(CCc3ccccc32)C1=O)NCc1ccc(F)cc1 (stereo unspecified)	13	-0.8	8	-16	-5	-1	0	1	4	2
CC(C)NC(=O)CN(Cc1ccc(F)cc1)C(=O)CCC(=O)Nc1ccccn1	2	0.2	-7	-4	-2	-6	0	-4	-5	-1
CC(C)(C)C(=O)NCCCc1nc2ccccc2n1CCCOc1ccc(Cl)cc1	2	0.8	14	11	2	-4	8	-13	9	7
CCCCC1=NN(C(=O)c2ccco2)C(O)(C(F)(F)F)C1 (stereo unspecified)	2	-0.5	2	4	-1	3	-1	3	-4	0
O=C(Nc1cc(S(=O)(=O)N2CCOCC2)ccc1Oc1ccc(F)cc1)C1=COCCO1	-7	0.8	-4	4	-6	2	-7	-6	6	0
Cc1ccc(N=C2CCCCCN2C)c(C#N)c1	0	0.1	8	3	0	-1	0	9	-6	-1
Cc1cc(SCC(=O)OCC(=O)NCc2ccc3c(c2)OCO3)c(C)cc1Br	2	0.2	12	9	-1	-2	4	2	-1	-1
CC(=O)c1ccc(OC(C)C)c(CN2CCCCC2)c1	10	0.1	-5	-6	0	-5	-1	1	4	3
Cc1ccc(NC(=O)CN(C)CCOc2ccccc2)c([N+](=O)[O-])c1	2	-0.3	3	-6	-1	1	-1	2	-5	-1
COc1ccc(/C=C/C(=O)NCC(=O)N/N=C/c2cccs2)cc1	-4	0.9	-15	-4	-1	6	2	-3	5	-1
CCOc1ccc(NC(=O)CS(=O)CC(=O)NC2CCCc3ccccc32)cc1 (stereo unspecified)	7	-0.2	-4	8	5	0	2	-1	5	-2
Cc1ccc(C2C(C#N)=C(N)Oc3nc(-c4ccccc4)[nH]c32)o1 (stereo unspecified)	-1	-0.1	-11	4	0	-2	-3	17	2	-5
CCCCCCCCCS(=O)(=O)N/N=C/c1cccc([N+](=O)[O-])c1	-7	-0.7	-1	6	-8	-13	2	-12	-5	1
CCCc1cc(=O)n2[nH]c(NCc3ccccc3Cl)nc2n1	-8	0.7	8	-3	0	-6	-7	4	9	-1
Cc1nc2ccccc2cc1C(=O)N/N=C/c1ccc([N+](=O)[O-])cc1	5	-0.1	8	4	0	-2	1	-1	-1	4
CCOC(=O)Cc1csc(NC(=O)C(C)c2ccc([N+](=O)[O-])cc2)n1 (stereo unspecified)	1	-0.3	21	-3	5	10	0	4	1	0
COC(=O)c1ccc2nc(-c3cccc(Cl)c3)c(Cc3ccsc3)n2c1	4	-5.5	1	-74	-2	-7	-19	3	-8	-48
Cc1ccc(-c2c3c(=O)n(C)c(=O)n(C)c3cn2Cc2ccccn2)cc1	-8	0.7	-2	-18	-6	-4	-3	4	-3	-1
CCOC(=O)CC(=O)c1sc2c(c1N)c(=O)[nH]c(=O)n2-c1ccc(OC)cc1	6	0.5	-4	-2	2	-4	-1	6	1	0
CCOC(=O)c1nonc1NC(C)=O	-6	0.4	10	4	-3	2	-3	-2	-6	5
CCC(=O)Oc1ccc2c(c1)OC1(OC(C)=O)OC(C)CC1=C2C (stereo unspecified)	0	297*	9	i	-4	-4	i	10	3	i
O=C1/C(=C/c2cccnc2)SC(=S)N1Cc1ccco1	-15	-1.0	7	-7	-1	4	-5	3	6	1
Cc1ccc(S(=O)(=O)N2CCC(C(=O)O)CC2)cc1C(=O)O	4	-0.2	-1	-11	-4	5	-4	-12	2	5
C1CCN(c2nc(N3CCCCC3)nc(N3CCNCC3)n2)CC1	1	-0.1	-17	11	1	-4	2	-8	-3	7
COc1ccc(S(=O)(=O)N(C)C[C@@H]2OCCCC[C@@H](C)Oc3ccc(NC(=O)NC(C)C)cc3C(=O)N([C@H](C)CO)C[C@@H]2C)cc1	9	0.1	3	4	2	1	-1	0	-12	1
Cc1ccc(C)c(OCCC(=O)OCC(=O)N2CCN(S(=O)(=O)c3ccc(Cl)cc3)CC2)c1	-3	0.3	-10	-2	3	-5	-1	5	2	5
COc1cc(S(=O)(=O)N2CCN(C)CC2)c(OC)cc1Br	3	1.0	4	10	-1	0	-4	-6	6	1
C[C@H](CO)N1C[C@H](C)[C@@H](CN(C)S(=O)(=O)c2ccc(F)cc2)Oc2c(NC(=O)Nc3ccccc3)cccc2C1=O	2	0.1	-6	-1	1	-1	0	6	1	2
CCCCCCN1C(=O)CC(NC(=O)OCC2c3ccccc3-c3ccccc32)C/C=C\C1C(C)C (stereo unspecified)	5	0.4	-4	7	1	-3	6	-10	6	0
Cc1ccc(NC(=O)CSCC(=O)N2CCOCC2)cc1	14	0.1	6	-1	3	-1	1	-1	1	6
CS(=O)(=O)N(CC(=O)Nc1ccccc1Sc1ccccc1)C1CCCCC1	-8	-0.7	2	1	-4	1	-2	5	0	-1
COc1cc(C(C)=O)ccc1Oc1cc(NN2CCCCC2)c([N+](=O)[O-])cc1[N+](=O)[O-]	-9	0.7	3	1	-3	4	-3	1	-1	0
CCNc1nc(CN2CCCCC2)nc2scc(-c3ccccc3)c12	1	-0.3	14	0	5	7	2	-4	-7	-1
O=S(=O)(c1ccc(NC(=S)NCCC(c2ccccc2)c2ccccc2)cc1)N1CCOCC1	12	-0.3	14	21*	1	17*	15*	-3	4	0
O=C1N[C@H]2CC=C[C@H]2N(Cc2cccs2)c2ccccc21	2	0.5	-10	-22	-2	3	-8	1	6	-3
CCC(=O)Nc1cc(C(=O)NCC2CCCN2CC)c(OC)cc1N(C)C (stereo unspecified)	-2	0.4	2	7	3	2	0	-13	3	1
CSc1ccc(Cc2ccc(Cl)cc2Cl)nn1	-11	0.0	-19	12	3	1	0	2	7	1
O=C(Cc1cccs1)Nc1ccccn1	2	0.6	-3	-7	0	1	-1	6	5	-2
CC(=O)Nc1ccc(S(=O)(=O)N2CCN(CCCOc3cc(C)ccc3C)CC2)cc1	-5	-0.4	-9	9	1	-10	9.2*	-11	-6	5
COc1cc(OC)c(NC(=O)Cn2cnc3sc(C)c(S(=O)(=O)N4CCOCC4)c3c2=O)cc1Cl	-8	-0.3	4	-7	-1	4	0	-3	-10	-2
COc1ccc(S(=O)(=O)Oc2cccc(/C=N/N=C3/NC(=O)C(CC(=O)O)S3)c2)cc1 (stereo unspecified)	3	-0.6	-3	-7	-1	0	-3	5	6	3
COc1ccc(NCc2nc3ccccc3n2C)cc1	4	-0.4	0	-6	-2	5	-6	10	-2	-3
Cc1ccc(Oc2coc3cc(O)ccc3c2=O)cc1	2	-7.1	4	-480	1	-1	-165	5	-10	i
O=[N+]([O-])c1ccc(/C=N/Nc2nc3ccccc3o2)cc1	-8	0.6	-6	0	4	6	6	-10	2	3
COc1ccc(N2CCN(CC(O)COc3ccccc3[N+](=O)[O-])CC2)cc1 (stereo unspecified)	11	0.1	-21	0	3	-3	1	6	2	-6
O=C(c1nc2ccccc2s1)N1CCN(c2ccccn2)CC1	-3	0.0	-8	-9	-2	-5	-4	3	8	1
CCC(=O)c1ccc(OCC(=O)O)cc1	9	0.2	-10	-5	1	-10	1	5	-2	1
CC1(C(=O)Nc2cnc3ccccc3c2)CCN1Cc1ccccc1Cl (stereo unspecified)	-6	0.1	-21	11	2	12	5	2	5	4
Cc1ccc(NC(=O)C2CCN(S(=O)(=O)c3ccc4c(c3)OCCCO4)CC2)nc1	2	0.1	2	-40	-1	-1	1	3	-2	-1
COc1cccc(NC(=O)c2c(C)nn(-c3ccccc3)c2Cl)c1	11	0.2	11	-3	-2	5	-2	16	-4	-2
O=C(CN1C(=O)COc2ccc(Cl)cc21)Nc1ccc2c(c1)OCCO2	2	-0.1	-1	-2	-1	-6	-2	7	-3	-1
COc1ccc2c(c1OC)C(=O)OC2Nc1nc(-c2cc3cc(Br)ccc3oc2=O)cs1 (stereo unspecified)	12	0.1	13	-9	4	-3	-3	-9	1	-167
Cc1ccccc1-c1nc2sc3c(c2c(=O)o1)CCC3	2	-0.7	6	-10	-9	3	0	-3	2	-8

Already shown: entries from further up.
SMILES	ARFGAP1 inhibitor	proKLK7 act	ASAP1 GAP inh	ADAM10 inh	LEDGF integ inh	DDE Tn6 FP inh	ADAM17 inh	TDP2 absorb	Tn7 DDE FP	PLC-gamma1 inh
O=[N+]([O-])c1ccc(/C=N/Nc2nc3ccccc3o2)cc1	-8	0.6	-6	0	4	6	6	-10	2	3
COc1ccc(N2CCN(CC(O)COc3ccccc3[N+](=O)[O-])CC2)cc1 (stereo unspecified)	11	0.1	-21	0	3	-3	1	6	2	-6
O=C(c1nc2ccccc2s1)N1CCN(c2ccccn2)CC1	-3	0.0	-8	-9	-2	-5	-4	3	8	1
CCC(=O)c1ccc(OCC(=O)O)cc1	9	0.2	-10	-5	1	-10	1	5	-2	1
CC1(C(=O)Nc2cnc3ccccc3c2)CCN1Cc1ccccc1Cl (stereo unspecified)	-6	0.1	-21	11	2	12	5	2	5	4
Cc1ccc(NC(=O)C2CCN(S(=O)(=O)c3ccc4c(c3)OCCCO4)CC2)nc1	2	0.1	2	-40	-1	-1	1	3	-2	-1
COc1cccc(NC(=O)c2c(C)nn(-c3ccccc3)c2Cl)c1	11	0.2	11	-3	-2	5	-2	16	-4	-2
O=C(CN1C(=O)COc2ccc(Cl)cc21)Nc1ccc2c(c1)OCCO2	2	-0.1	-1	-2	-1	-6	-2	7	-3	-1
COc1ccc2c(c1OC)C(=O)OC2Nc1nc(-c2cc3cc(Br)ccc3oc2=O)cs1 (stereo unspecified)	12	0.1	13	-9	4	-3	-3	-9	1	-167
Cc1ccccc1-c1nc2sc3c(c2c(=O)o1)CCC3	2	-0.7	6	-10	-9	3	0	-3	2	-8
